F508del corr – F508del CFTR correction, initial screen, CFBE line, single point. CFBE cells, YFP halide quenching; stimulated with forskolin plus potentiator P3; % fluorescence drop versus neutral controls. actives 0.36% (n = 350,000). activity (quench increase), % at 7.58 µM;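 active means mean added fluorescence quench of at least 8% versus neutral control, with both replicates also reaching 8%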;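 further: cells transiently co-express mutant CFTR-F508del with the halide-sensitive YFP; corrector assay measuring rescue of mutant channel to the surface after 24 h compound exposure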
PglD inh – C. jejuni PglD acetyltransferase inhibitors, primary screen, biochemical, DTNB colorimetric, single point. UDP-N-acetylbacillosamine N-acetyltransferase PglD (Campylobacter jejuni). actives 0.098% (n = 360,000). inhibition, % at 12.5 µM. purified PglD enzyme, DTNB colorimetric CoA detection; in the data active means inhibition above about 16%, passing the limit was not always enough; further: strong numbers were not always called active
Cneo AK release – Cryptococcus neoformans cell lysis inducers, primary screen, AK release luminescence, single concentration; C. neoformans lysis, adenylate kinase release luminescence, 4 h; normalised: neutral wells 0, clomiphene wells 100; lysis activity, % at 15 µM; actives 0.2% (n = 360,000); AID 651654, 2012;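 active means mean lysis activity across replicates of at least 80%, whatever share of replicates individually reach that level; inactive means mean lysis activity below 80%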
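Schedule: static 4 h at 37 °C with compound, 1 h detection; system: C. neoformans cells; benchmarks: Clomiphene as positive control; buffer or medium: fresh YPD medium; measure: luminescence rise reflecting yeast cell lysis; measured by: luminescent adenylate kinase detection reagent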
Statin myotox sup – suppressors of statin myotoxicity in C2C12 myotubes, primary screen, cell-based, single point, plate reader; C2C12 myotubes + simvastatin, ATP luminescence, 48 h; scaled: DMSO 0, geranylgeraniol control 100; AID 602340, 2012; actives 0.78% (n = 330,000); rescue of ATP level, % at 7.49 µM;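 active means mean ATP rescue above about 67%, or every replicate alone reaching that limit, limit read from the data, passing the limit was not always enough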;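 further: myotubes were challenged with 10 µM simvastatin during compound exposure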
FN deposit inh – inhibitors of fibronectin matrix deposition, primary screen, AH1F cells, Alexa488-fibronectin fluorescence, plate reader; AH1F fibroblasts, overnight; actives 0.086% (n = 350,000); inhibition, % at 12.6 µM; AID 743247, 2014;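 active means mean inhibition across replicates of 30% or more, regardless of how many single replicates reach that level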;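 further: positive control wells lacked labelled fibronectin entirely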
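Material: AH1F fibroblast monolayer depositing Alexa488-labelled fibronectin into matrix / Amount: 10000 AH1F cells per well / Signal: fluorescence 485/525 nm / Medium: DMEM, 2% serum / Compound: single dose, pinned / Incubation: 1 h cell adhesion before compound, then overnight fibronectin incubation / Reagent: Alexa488-FN, 24 nM final / Read-out: inhibition of fibronectin deposition signal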
PGC1a acetyl inh – inhibitors of PGC1a acetylation signal, primary screen, cell-based, U2OS, AlphaScreen, inhibitor mode; AlphaScreen anti-acetyl-lysine; with virally co-expressed GCN5 acetyltransferase; actives 0.17% (n = 350,000); inhibition, % at 15.6 µM;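 active means every replicate shows inhibition of at least 40%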;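 further: 0% = neutral control wells and 100% = positive control wells; some results beyond the cut were filed as inactive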
miR-122 sensor – miR-122 Renilla sensor signal increase in Huh7, primary screen, miR-122 inhibitor project, cell-based, single point, plate reader | Huh7 miR-122 Renilla luciferase sensor, 48 h; neutral wells = 0, positive control = 100 | activation (reporter increase), % at 12.5 µM | actives 0.3% (n = 340,000) | AID 602342, 2012;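 active means mean replicate activation score at least 90 and every replicate individually at or above 90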;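 further: higher luciferase means less miR-122 activity so hits act as miR-122 inhibitors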
GSIS activator – GLuc luminescence reporter in INS-1E cells, primary screen for activators of glucose-dependent secretion of insulin; actives 0.61% (n = 370,000); activation, % at 16.6 µM; INS-1E GLuc reporter insulin secretion, 2-3 h;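 active means lowest replicate activation of at least 40%, so every replicate reaches that level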;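 further: 0% = median of neutral control wells and 100% = median of IBMX positive control wells; some compounds called inactive have numbers as strong as hits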
An asterisk follows results filed as active; . = no result given; & = joins results of further samples; [ ] = remark or other dose.

Sample of the layout (12 entries):
SMILES	F508del corr	PglD inh	Cneo AK release	Statin myotox sup	FN deposit inh	PGC1a acetyl inh	miR-122 sensor	GSIS activator
CCOC(=O)c1c(CSCc2ccccc2)oc2ccc(O)c(CN(C)C)c12	0.5	1	2	.	2	-16	-24	-52
COCCN1CSC(=S)N(Cc2ccco2)C1	.	.	.	6	-6	-3	2	1
CS(=O)(=O)Nc1ccccc1C(=O)Nc1cc(Cl)cc(Cl)c1	.	1	2	-218	.	-32	2	.
COc1ccc(CC(=O)Nc2ccc(S(=O)(=O)Nc3cc(OC)nc(OC)n3)cc2)cc1	-1.0	1	-2	4	5	11	4	1
CS(=O)(=O)Nc1ccccc1C(=O)N1CCOCC1	.	0	1	0	0	9	-7	.
COc1ccc(CC2(CO)CCN(Cc3ccc4c(c3)CCO4)CC2)cc1	-4.0	.	.	.	11	-6	.	5
COCCNC(=O)C(c1c[nH]c2ccccc12)N(C(=O)c1snc(C(N)=O)c1N)c1cccc(OC)c1 (stereo not drawn)	-1.8	.	.	.	8	9	.	-1
CS(=O)(=O)N1[C@@H]2c3ccc(-c4ccc(F)cc4)c(=O)n3C[C@@H]2[C@@H](CO)[C@@H]1C(=O)O	.	-3	-4	30	.	.	.	-2
CCCC(=O)Nc1ccc2c(c1)C(=O)N(C)[C@H]1CC[C@H](CC(=O)N3CCCCC3)O[C@@H]1CO2	-1.0	3	0	-5	-12	8	27[16.7 µM]	3
CCC(=O)N[C@H]1CC[C@@H](CCn2cc(C3CC3)nn2)O[C@@H]1CO	0.9&-1.8	0	21	4	16&5	0	.	11&17
Cc1nc(-c2ccccc2)cc(=O)[nH]1	.	1	2	6	4	-4	0	.
COc1ccc(CN(C)C[C@H]2Oc3ccc(NC(=O)Nc4c(C)noc4C)cc3C(=O)N([C@H](C)CO)C[C@H]2C)cc1	0.9	2	50	25	-9	1	-4[16.7 µM]	4

This part in full (from the top)
SMILES	F508del corr	PglD inh	Cneo AK release	Statin myotox sup	FN deposit inh	PGC1a acetyl inh	miR-122 sensor	GSIS activator
CCOC(=O)c1c(CSCc2ccccc2)oc2ccc(O)c(CN(C)C)c12	0.5	1	2	.	2	-16	-24	-52
COCCN1CSC(=S)N(Cc2ccco2)C1	.	.	.	6	-6	-3	2	1
CS(=O)(=O)Nc1ccccc1C(=O)Nc1cc(Cl)cc(Cl)c1	.	1	2	-218	.	-32	2	.
COc1ccc(CC(=O)Nc2ccc(S(=O)(=O)Nc3cc(OC)nc(OC)n3)cc2)cc1	-1.0	1	-2	4	5	11	4	1
CS(=O)(=O)Nc1ccccc1C(=O)N1CCOCC1	.	0	1	0	0	9	-7	.
COc1ccc(CC2(CO)CCN(Cc3ccc4c(c3)CCO4)CC2)cc1	-4.0	.	.	.	11	-6	.	5
COCCNC(=O)C(c1c[nH]c2ccccc12)N(C(=O)c1snc(C(N)=O)c1N)c1cccc(OC)c1 (stereo not drawn)	-1.8	.	.	.	8	9	.	-1
CS(=O)(=O)N1[C@@H]2c3ccc(-c4ccc(F)cc4)c(=O)n3C[C@@H]2[C@@H](CO)[C@@H]1C(=O)O	.	-3	-4	30	.	.	.	-2
CCCC(=O)Nc1ccc2c(c1)C(=O)N(C)[C@H]1CC[C@H](CC(=O)N3CCCCC3)O[C@@H]1CO2	-1.0	3	0	-5	-12	8	27[16.7 µM]	3
CCC(=O)N[C@H]1CC[C@@H](CCn2cc(C3CC3)nn2)O[C@@H]1CO	0.9&-1.8	0	21	4	16&5	0	.	11&17
Cc1nc(-c2ccccc2)cc(=O)[nH]1	.	1	2	6	4	-4	0	.
COc1ccc(CN(C)C[C@H]2Oc3ccc(NC(=O)Nc4c(C)noc4C)cc3C(=O)N([C@H](C)CO)C[C@H]2C)cc1	0.9	2	50	25	-9	1	-4[16.7 µM]	4
O=C(NCc1ccccn1)C1CCN(S(=O)(=O)N2CCC3(CC2)OCCO3)CC1	.	-8	0	4	2	18	-4	23
Cc1cccc(OCc2nnc(SCC(=O)N(c3ccccc3)C3CCS(=O)(=O)C3)o2)c1 (stereo not drawn)	2.2	1	-1	13	-2	7	-4	-8
CCN(CC(=O)Nc1ccccc1OC)C(=O)c1ccc(NS(=O)(=O)c2ccc(C(C)=O)cc2)cc1	0.9	5	2	2	-6	3	0	-7
C[C@@H]1CN([C@H](C)CO)C(=O)c2cc(C#CCN(C)C)cnc2O[C@H]1CN(C)C(=O)Cc1ccncc1	-2.3	0	-6	33	.	10	-3[16.7 µM]	37
C[C@@H]1CCCCO[C@H](CN(C)Cc2ccc(C(=O)O)cc2)[C@H](C)CN([C@H](C)CO)C(=O)c2cc(NC(=O)Nc3ccc4c(c3)OCO4)ccc2O1	-1.3	-3	0	.	.	14	3[16.7 µM]	5
COC(=O)CC[C@@H](C(=O)O)N1C(=O)c2ccccc2C1=O	.	1	3	9	2	2	6	.
O=C(CC(=O)c1ccccc1)CS(=O)(=O)c1ccccc1	4.0	-2	-1	7	-1	-6	.	-18
CCCCCCCCOC(=O)c1c(CSC(=N)N)n(C)c2cc(Br)c(OC(C)=O)cc12	-0.9	-1	23	.	14	12	5	269*
CC(=O)c1ccc(NC(=O)Cn2cnc(S(=O)(=O)N3CCCCC3)c2)cc1	-2.2	5	-4	22	-3	-14	4	-3
CC(C)NC(=O)C1(C)Cc2c(-c3ccc(C(N)=O)cc3)ccnc2O1 (stereo not drawn)	-0.9	0	0	4	.	-9	-6	.
CC(C)NC(=O)Nc1ccc2c(c1)C(=O)N([C@H](C)CO)C[C@H](C)[C@@H](CN(C)C(=O)c1ccccc1)OCCCC[C@@H](C)O2	0.2	11	-1	-16	.	15	-3[16.7 µM]	22
CCN1C(=O)C(CC(=O)Nc2ccc(OC)cc2)N(CCCN2CCN(c3ccc(OC)cc3)CC2)C1=S (stereo not drawn)	-0.5	-3	1	8	.	-6	-5	-18
CC(=O)Cc1nsc(NC(=O)c2ccc(-c3cccc(Cl)c3)o2)n1	-1.0	1	-1	-30	2	-8	-15	42*
C/C(=N\NC(=O)c1ccco1)c1ccc(-c2ccccc2)cc1	0.5	5	-2	12	-2	-18	-6	18
COCCCNC(=O)C1CCN(S(=O)(=O)N(CC(C)C)CC(C)C)CC1	.	-5	0	3	-12	-3	-8	.
COc1ccccc1NC(=O)N1CC[C@@H]2[C@H]1c1cc(-c3ccc(F)cc3)ccc1N(C)[C@H]2CO	-0.8	3	-4	30	0	9	1[16.7 µM]	10
Cc1cc2nnc(SCc3ccc4c(c3)OCO4)n2c2ccccc12	0.9	2	3	-2	5	-3	-3	17
CCNC(=S)NCCN1CCOCC1	.	1	1	.	12	-9	-3	18
CCc1sc(NS(C)(=O)=O)nc1-c1ccccc1	.	-3	2	-6	1	8	28	23
COc1ccccc1S(=O)(=O)N(C)C[C@@H]1Oc2ncc(-c3ccc(C)cc3)cc2C(=O)N([C@@H](C)CO)C[C@@H]1C	-0.1	2	0	9	.	-4	0[16.7 µM]	-22
Cc1nnsc1C(=O)NCc1c(F)cccc1Cl	-2.1	10	-3	5	1	.	3	-9
Cc1cc(C)cc(NS(=O)(=O)c2cc(Br)cnc2N)c1	0.9	-2	-2	-2	2	-2	98*	.
CC(C)C(=O)Nc1nc(-c2ccc(S(=O)(=O)N3CCOCC3)cc2)cs1	-1.0	2	1	1	6	-12	-2	-7
O=C(COC(=O)/C=C/c1ccc(OC(F)F)cc1)NC(=O)NC1CCCCC1	1.6	3	-1	1	.	.	-2	-15
CCN(Cc1cnn(C)c1)Cc1nc(C(c2ccccc2)c2ccccc2)no1	-1.6	-3	0	12	-2	1	4	-14
O=S(=O)(c1ccc(F)cc1)N(CCO)CC(O)Cn1c2ccccc2c2ccccc21 (stereo not drawn)	.	0	9	26	.	-8	6	.
COc1ccc(NC(=O)CCS(=O)(=O)c2ccc3c(c2)oc(=O)n3C)cc1OC	1.3	.	.	-4	0	-6	-5	3
COc1ccc(C(=O)CCN2CCN(c3ccccc3OC)CC2)cc1	-5.8	1	-2	.	-9	5	-2	-23
COc1ccc(C2=NS(=O)(=O)N(C)C(C(=O)NC(C)c3ccccc3)=C2)cc1OC (stereo not drawn)	-1.0	0	0	6	17	-1	-2	19
C[C@@H]1CN([C@@H](C)CO)S(=O)(=O)c2ccc(C#CCN(C)C)cc2O[C@H]1CN(C)Cc1ccccc1F	0.6	1	1	-132	.	-16	-5[16.7 µM]	-1
COc1ccc(CN(C)C[C@@H]2Oc3c(NS(=O)(=O)c4ccc(OC)cc4)cccc3C(=O)N([C@H](C)CO)C[C@@H]2C)cc1	-2.1	-13	-1	5	.	8	16[16.7 µM]	7
O=C(OCC(=O)c1c[nH]c2ccccc12)c1ccc(F)c(S(=O)(=O)N2CCOCC2)c1	0.6	6	0	0	0	-5	3	-4
Cc1cc(=O)n(-c2ccc(O)cc2)[nH]1	.	3	-5	4	.	-10	-8	.
O=C(Nc1ccc2c(c1)[C@@H]1C[C@H](CC(=O)N3CCCCC3)O[C@@H](CO)[C@@H]1O2)C1CCC1	-1.9	3	1	2	0	-1	-6[16.7 µM]	2
COc1ccc(C2(C)NC(=O)N(CC(=O)Nc3ccc(-c4nc5ccc(C)cc5s4)cc3)C2=O)cc1 (stereo not drawn)	5.6	2	-3	.	5	-16	1	-1
C[C@H]1CN([C@@H](C)CO)C(=O)Cc2cc(NC(=O)Nc3ccc(F)cc3)ccc2O[C@H]1CN(C)C(=O)Nc1ccc(F)cc1	-0.6	-7	0	-5	.	2	2[16.7 µM]	-17
O=C(C[C@@H]1C[C@H]2c3cc(NC(=O)Nc4ccccc4F)ccc3O[C@H]2[C@H](CO)O1)NCC1CC1	-4.0	0	-1	12	-6	-6	2[16.7 µM]	0
O=C(CNC(=O)c1ccccc1Cl)NC1CCN(Cc2ccccc2)CC1	5.7	2	0	5	-7	.	.	20
CCC(=O)N(C)C[C@H]1Oc2ncc(C#Cc3ccc(OC)cc3)cc2C(=O)N([C@@H](C)CO)C[C@@H]1C	1.0	1	-2	17	.	4	-5[16.7 µM]	-2
COc1ccc(-c2csc(NC(=O)CN3C(=O)NC4(CCCC4)C3=O)n2)cc1	0.8	1	1	6	-7	.	.	17
